# All columns: NCI-60 one-dose screen, growth in % after 48 h at 10 µM unless noted; 100 = growth as untreated, 0 = no growth, -100 = all killed.
# UACC-257: UACC-257 melanoma; 78,000 compounds, 4.4% hits; AID 1794764
# LOX IMVI: LOX IMVI melanoma | 79,000 compounds, 7.4% hits | AID 1794757
# MALME-3M: MALME-3M melanoma; 78,000 compounds, 5.8% hits
# HS 578T: HS 578T breast cancer; 78,000 compounds, 4.1% hits; AID 1794788
# SK-MEL-5: SK-MEL-5 melanoma; 80,000 compounds, 6.4% hits
# T-47D: T-47D breast cancer | 79,000 compounds, 5% hits
# SK-MEL-2: SK-MEL-2 melanoma | 77,000 compounds, 4.7% hits | AID 1794763
# SK-MEL-28: SK-MEL-28 melanoma; 81,000 compounds, 4.1% hits; AID 1794761
# An asterisk follows results filed as active; . = no result given; & = joins results of further samples. Rule for the calls: active = growth percent below 10; inactive = the rest.
SMILES,UACC-257,LOX IMVI,MALME-3M,HS 578T,SK-MEL-5,T-47D,SK-MEL-2,SK-MEL-28
O=C(CCl)N1CCN(C/C=C/c2ccccc2)CC1,86,2.6*,83,100,87,84,.,94
O=C1C2=C(Nc3cc([N+](=O)[O-])ccc3N2)OC1c1c2ccccc2cc2ccccc12 (stereo not given),74,38,98,74,57,47,87,78
COc1cc(OC)cc(C(=O)C[n+]2ccc(/C=C/c3ccncc3)cc2)c1,100,92,82,103,95,105,112,100
CCOC(=O)c1sc2nc(-c3ccc(OC)cc3)nc(N3CCOCC3)c2c1C,100,93,93,87,90,90,101,93
COC(=O)CCCC1CCC(CCCC(=O)OC)CC1 (stereo not given),100,93,88,93,107,110,104,102
c1ccc(-c2nc3nonc3nc2-c2ccccc2)cc1,63,56,55,64,64,62,79,90
Cc1ccc(C(=O)N/N=C/c2ccc(N(C)C)cc2)cn1,82,104,109,91,97,95,85,103
COc1cc2c(cc1OCCCCC(=O)Nc1ccc(-c3nc4ccccc4s3)cc1)N=C[C@@H]1CCCN1C2=O,-47*,2.0*,-80*,-38*,-99*,15,-2.2*,-44*
O=C1NC(=O)C(=O)N1,107,116,94,.,109,89,100,95
O=C(Nc1cccc(-c2cc(=O)c3ccccc3o2)c1)c1ccccc1,99,97,86,95,.,81,92,101
COC1OC(C)(C(OC)OC)CCC1C (stereo not given),102,103,127,99,105,108,114,112
CC1(C)OC2C(CO[Si](C)(C)C(C)(C)C)OC(n3c(I)c(C#C[Si](C)(C)C)c(=O)[nH]c3=O)C2O1 (stereo not given),91,87,109,3.2*,96,96,82,-54*
Clc1ccc(C=Nc2ccc3c(c2)Cc2ccccc2-3)cc1,112,105,116,101,101,100,100,111
Nc1n[nH]c2ccc([C@@H]3Nc4c(F)cc5[nH]ncc5c4[C@H]4C5CCC(C5)[C@@H]34)cc12 (stereo not given in full),62,20,33,21,4.3*,.,54,49
COc1ccc(-c2cc(-c3cccnc3)nc(SCC(=O)Nc3ccc(C)cc3)c2C#N)cc1OC,103,96,92,92,94,84,115,105
COc1cc(CO)cc2cc3ccccc3nc12,105,100,112,108,105,101,111,113
COc1ccc(/C(=N\O)c2cc(OC)c(OC)c(OC)c2)c(OC)c1N,.,43,49,7.5*,11,45,35,59
COc1ccc(/C=C\c2cc(OC)c(OC)c(OC)c2)cc1OCCCCOc1cc(-c2nc3ccccc3s2)ccc1OC,93,86,84,75,79,80,75,88
Cc1nn(-c2ccccc2)c2nc(C)n(/N=C/c3c[nH]c4ccccc34)c(=O)c12,108,84,98,87,90,56,85,120
O=C(Nc1cccc(N=Cc2ccccc2O)c1)c1ccccc1,103,105,104,102,106,93,114,108
CC(C)(C)c1ccc(N2CSC(=S)N(c3ccc(C(C)(C)C)cc3)C2)cc1,-6.7*,101,86,112,96,81,101,105
O=C(O)CCCN1CCN([C@H](c2ccccc2)c2ccc(Cl)cc2)CC1,102,104,105,110,.,99,118,106
CCOC(=O)C(Cc1ccccc1[N+](=O)[O-])C(=O)OCC,100,113,90,117,108,102,111,113
CCN(CC)CCCNCc1cc(-c2ccccc2)nc2ccccc12,80,9.8*,51,.,70,53,109,93
COc1ccc(/C=C/c2nc(Nc3cccc(NC(C)=O)c3)c3ccccc3n2)cc1,96,59,102,89,87,70,92,104
CCOC(=O)C1=C(C)NC(SCc2nnc(-c3ccc(Cl)cc3)o2)=NC1c1cccc(Cl)c1 (stereo not given),78,82,93,98,98,31,60,101
CCOC(=O)NC(C)=O,82,101,100,.,101,91,61,105
CCCCCCCCCCCC1=NC(C)(C)CO1,103,104,91,112,99,92,120,109
O=C(NC1CCCCC1)OCC1OC(n2cnc3c(=O)[nH]cnc32)C(OC(=O)NC2CCCCC2)C1OC(=O)NC1CCCCC1 (stereo not given),.,101,105,91,100,93,97,107
CCSc1nnc(-c2cnn(CC(O)c3ccccc3)c2N)n1-c1ccccc1 (stereo not given),96,101,103,102,92,97,101,108
CCNC(=O)OCc1cnc(C)c(OC(=O)NCC)c1COC(=O)NCC,107,95,113,113,101,96,.,103
COc1ccc(NC(=O)c2sc3nc4c(cc3c2N)C(=O)CCC4)cc1,117,101,102,136,99,111,115,107
Nc1nc(N)c2cc(CNc3ccc(C(=O)NC(CC(=O)O)C(=O)O)cc3)ccc2n1 (stereo not given),.,15,81,-20*,22,62,72,54
Cc1ccc(C(=O)Nc2ccccc2C(=O)N/N=C/c2cc3ccccc3cn2)cc1,.,70,74,97,70,50,77,77
COc1ccc2nc([C@H]3C[C@@H]3c3cc(OC)c4c(c3)OCO4)[nH]c2c1,88,99,104,102,94,118,102,103
COc1ccc(-c2cc(C(=O)N3N=C(c4ccc(N)cc4)CC3c3ccc(OC)c(OC)c3)c3ccccc3n2)cc1 (stereo not given),90,96,110,102,102,96,104,102
CN(C)C(c1ccccc1)C(c1ccccc1)c1ccccc1 (stereo not given),105,80,133,104,99,89,91,100
O=C(/C=C/c1ccccc1)N[C@@H](CO)Cc1ccc(O)cc1,.,92,109,108,102,94,100,106
CCNc1nc(-c2ccc(F)cc2)c(C#N)c(=O)n1C,102,63,93,37,57,39,78,78
N#C/C(=C\c1ccc(O)cc1)C(N)=O,103,103,99,104,100,96,106,106
CN1C(=O)/C(=C/c2ccc(C(=O)Nc3ncc(Cc4ccc(Cl)cc4Cl)s3)cc2)SC1=S,33,30,23,44,17,24,20,41
CCOC(=O)/C=C/CSC(=S)OCC,103,99,118,101,100,100,123,112
Cc1c(C(=O)Nc2nc3ccccc3[nH]2)cnn1-c1ccccn1,82,104,106,112,100,101,105,112
C/C(=N\Nc1ccc(S(N)(=O)=O)cc1)c1cnn(-c2cc(=O)[nH]c3ccc(C)cc23)c1C,100,87,84,86,90,73,93,99
CCCN(CCC)C(=O)CCN1C(=O)/C(=C/c2ccc(O)cc2)SC1=S,90,95,98,94,101,105,108,104
O=C(O)CN1CSC(=S)N(CC(=O)O)C1,71,101,119,94,102,99,89,95
O=C(CSc1oc(-c2ccccc2)nc1S(=O)(=O)c1ccccc1)NC1CCCCC1,107,95,89,92,89,84,91,101
CC1(C(=O)O)CC1(Cl)Cl (stereo not given),110,104,104,100,99,109,113,108
O=C1Nc2ccccc2C2c3[nH]c4ccc(Cl)cc4c3CCN12 (stereo not given),81,84,97,79,73,34,66,101
COc1ccc(NCc2nnc(-c3ccc(F)cc3)o2)cc1,.,96,100,93,102,79,85,109
CC(=O)Nc1ccc(-c2nc(-c3cccc(OCCN4CCOCC4)c3)c(-c3ccnc(Br)c3)[nH]2)cc1,88,81,81,68,88,63,86,93
CC1(O)CCCC1,104,.,100,93,107,89,111,102
O=C(COC(=O)[C@H](C[Se][Se]C[C@H](NC(=O)c1ccc(Br)cc1F)C(=O)OCC(=O)c1ccc(F)cc1)NC(=O)c1ccc(Br)cc1F)c1ccc(F)cc1,-50*,-83*,-64*,-16*,-19*,-67*,-59*,-91*
COc1ccc(/C(O)=C/c2nc3cccc([N+](=O)[O-])c3[nH]c2=O)cc1,104,104,100,100,103,117,113,109
O=[N+]([O-])c1ccc(N/N=C/c2ccc3c(c2)OCO3)nc1,109,97,101,111,97,85,94,118
Cc1cc(-c2ccccc2)n[nH]1,107,102,97,109,100,103,129,103
CC(=O)c1ccc(NC(=O)CN2CCN(c3cc4c(cc3F)c(=O)c(C(=O)O)cn4C3CC3)CC2)cc1,86,99,104,93,100,91,107,101
O=c1[nH]cc(Nc2cc(Cl)c3nonc3c2[N+](=O)[O-])c(=O)[nH]1,25,95,109,48,105,101,20,83
NC(N)=Nc1ccc(/C=C2\C=Cc3ccccc32)cc1,77,40,89,81,80,51,86,92
CCCCCCCCN1C(=O)[C@H]2Cc3c([nH]c4ccccc34)[C@H](C)N2C1=S,108,94,88,97,99,106,104,111
# New compounds follow
SMILES,UACC-257,LOX IMVI,MALME-3M,HS 578T,SK-MEL-5,T-47D,SK-MEL-2,SK-MEL-28
Cc1ccc(C(=O)OCCC(C)C)cc1,.,100,125,113,107,113,118,109
Cc1cccc(C)c1N=C(Cc1nc2c(=O)n(C)c(=O)n(C)c2[nH]c1=O)c1ccccc1,109,97,95,105,92,94,101,108
CC(C)(C)c1ccc(O)c(N)c1,.,97,103,95,102,89,104,101
CCOC(=O)C(NC(C)=O)/C(C)=N\Nc1ccc([N+](=O)[O-])cc1[N+](=O)[O-] (stereo not given),98,91,100,109,101,85,95,108
CCOC(=O)c1cn2c3c(c(C)cc(C)c3c1=O)C(=O)/C(=C/c1ccc(C(F)(F)F)cc1)C2,91,99,99,102,66,50,93,100
C/C=C/c1nc2ccccc2s1,113,93,.,103,100,90,105,112
CCOC(=O)c1c(N2CCN(C)CC2)[nH]c(=O)c(C=Nc2ccc(OC)cc2)c1O,42,93,105,87,107,97,106,126
Cc1cc(Nc2ccc3c(c2)OCO3)c2cc3c(cc2n1)OCO3,76,14,24,-14*,23,45,22,34
Nc1ccccc1-c1ccn[nH]1,103,69,.,100,97,93,84,110
COc1cnc2c(c1)C(=O)c1c-2n(CCCN2CCC(O)CC2)c(=O)c2cc(F)ccc12,-16*,-70*,-62*,28,-99*,-4.3*,3.5*,13
O=C1/C(=C/c2coc3ccccc3c2=O)N=C(c2ccc(Cl)cc2)N1c1ccc(S(=O)(=O)Nc2nccs2)cc1,96,97,.,105,95,103,89,102
CCOC(=O)c1c(Nc2ccc(S(N)(=O)=O)cc2)nnc(-c2ccccc2)c1-c1ccccc1,101,99,.,116,95,91,123,107
Cc1cc(C)nc(NS(=O)(=O)c2ccc(N/C(N)=N/c3nccc(-c4cccs4)n3)cc2)n1,111,78,94,78,96,79,108,106
CCn1c(SCC(=O)Nc2ccc(/C(C)=N/O)cc2)nnc1-c1ccccc1,94,81,93,87,87,114,113,105
COc1cc(OC)cc(-c2nn(CC(=O)N3CCCCC3)c3ncnc(N)c23)c1,108,102,102,91,103,102,102,107

# Reformatted field by field: three of the compounds above
Cc1cc(Nc2ccc3c(c2)OCO3)c2cc3c(cc2n1)OCO3
  UACC-257: 76 | LOX IMVI: 14 | MALME-3M: 24 | HS 578T: -14* | SK-MEL-5: 23 | T-47D: 45 | SK-MEL-2: 22 | SK-MEL-28: 34
COc1cnc2c(c1)C(=O)c1c-2n(CCCN2CCC(O)CC2)c(=O)c2cc(F)ccc12
  UACC-257: -16* | LOX IMVI: -70* | MALME-3M: -62* | HS 578T: 28 | SK-MEL-5: -99* | T-47D: -4.3* | SK-MEL-2: 3.5* | SK-MEL-28: 13
CCn1c(SCC(=O)Nc2ccc(/C(C)=N/O)cc2)nnc1-c1ccccc1
  UACC-257: 94 | LOX IMVI: 81 | MALME-3M: 93 | HS 578T: 87 | SK-MEL-5: 87 | T-47D: 114 | SK-MEL-2: 113 | SK-MEL-28: 105

# (further entries)
SMILES,UACC-257,LOX IMVI,MALME-3M,HS 578T,SK-MEL-5,T-47D,SK-MEL-2,SK-MEL-28
CC(N)c1nnnn1-c1ccc(Br)cc1 (stereo not given),93,96,96,97,102,89,100,97
COc1ccc(-n2nc(C)c3c(Oc4ccc(NC(=O)Nc5cccc(C(F)(F)F)c5)cc4)ncnc32)cc1,103,93,93,81,88,82,99,100
O=C(Nc1ccc(-c2ccccc2)cc1)C(F)(F)F,103,110,107,.,110,87,102,114
CCCC(NC(=O)c1cccc(N2C(=O)/C(=C/c3cccc(F)c3)SC2=S)c1)C(=O)O (stereo not given),102,93,96,94,100,96,106,106
O=C(Oc1cc([N+](=O)[O-])c(Cl)cc1Cl)C(=O)Oc1cc([N+](=O)[O-])c(Cl)cc1Cl,111,106,119,97,86,103,119,107
CC[n+]1ccc(C)c(C)c1,100,104,131,90,109,99,125,107
CCCC1OCC=CCO1,100,100,106,76,103,100,107,106
N#C/C(=N\Nc1ccc(F)cc1)C(=O)Nc1cc(-c2ccccc2)nn1-c1ccccc1,-13*,12,-17*,26,-51*,-5.1*,4.7*,22
Cc1cc(-c2nn3c(-c4ccccc4)nnc3s2)c2ccccc2n1,116,89,106,96,90,81,.,92
C=C1C(=O)O[C@H]2[C@H]1CC/C(CNC(=O)c1cccc3ccccc13)=C\CC[C@@]1(C)O[C@@H]21,66,24,36,70,60,46,71,41
CCOC(=O)c1[nH]c(C)c2c1CCc1cncnc1-2,121,102,137,104,104,87,109,114
Cc1ccc(NS(=O)(=O)c2ccc(C)cc2)cc1,77&90,96&99,101&105,111&99,95&98,84&94,80&101,110&116
CC(C)(C)n1cc(-c2ccnc(NCCNS(=O)(=O)c3cccc4ccccc34)c2)c(-c2cccc(O)c2)n1,81,62,76,85,45,31,82,83
O=C1c2cccnc2C(=O)c2c1c(C(=O)OCCCN1CCOCC1)c1ccccn21,-86*,-29*,-54*,27,-95*,4.6*,-58*,38
CC(=O)Nc1nc2ccc(NS(=O)(=O)c3cccc4c(N(C)C)cccc34)cc2s1,99,91,116,97,99,83,117,111
S=C(Nc1ccccc1)N1CCN(c2ccccc2)CC1,96,98,.,106,98,96,100,111
O=C1/C(=C\c2cccnc2)SC(=S)N1CCc1ccc(O)cc1,39,17,80,75,90,38,66,71

# Fetched by compound from the list above (two):
SMILES,UACC-257,LOX IMVI,MALME-3M,HS 578T,SK-MEL-5,T-47D,SK-MEL-2,SK-MEL-28
CCCC1OCC=CCO1,100,100,106,76,103,100,107,106
O=C1/C(=C/c2coc3ccccc3c2=O)N=C(c2ccc(Cl)cc2)N1c1ccc(S(=O)(=O)Nc2nccs2)cc1,96,97,.,105,95,103,89,102

# Not a hit list (roughly 11% active in at least one column).
